OX1R antag-1 = antagonists of human orexin 1 receptor (OX1R). Orexin/Hypocretin receptor type 1 (Homo sapiens), O43613. OX1R-expressing cells, FRET antagonist read-out. inhibition, % at 6.6 µM. actives 1.8% (n = 330,000). AID 485270, 2010; in the data active = inhibition mostly above about 38%, no sharp cut-off; inactive = mostly below about 40%;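 also: 0% = agonist challenge alone and 100% = reference antagonist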
Target sequence (O43613 whole entry, looked up): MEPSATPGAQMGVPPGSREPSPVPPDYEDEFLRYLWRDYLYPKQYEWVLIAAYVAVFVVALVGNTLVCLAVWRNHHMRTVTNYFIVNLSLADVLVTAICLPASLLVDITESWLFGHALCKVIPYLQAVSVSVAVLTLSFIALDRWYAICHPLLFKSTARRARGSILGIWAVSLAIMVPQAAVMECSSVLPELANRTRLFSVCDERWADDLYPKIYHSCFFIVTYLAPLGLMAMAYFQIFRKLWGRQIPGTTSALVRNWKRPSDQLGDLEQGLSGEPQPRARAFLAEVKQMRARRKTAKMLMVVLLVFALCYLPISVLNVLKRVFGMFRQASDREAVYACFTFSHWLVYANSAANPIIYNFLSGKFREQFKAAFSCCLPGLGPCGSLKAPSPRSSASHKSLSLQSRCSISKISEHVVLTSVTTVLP
OX1R antag-2 = OX1R (HCRTR1) antagonists, primary screen, fluorescence, CHO/OX1R cells, Fluo-8 calcium, orexin A; Orexin/Hypocretin receptor type 1 (Homo sapiens), O43613; Fluo-8 calcium fluorescence; inhibition, % at 5 µM; actives 0.43% (n = 330,000); AID 434989, 2010;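 active = inhibition above its plate's threshold, mean inhibition of all tested compounds on the plate plus 3 SD, cut at about 37% in these data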;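 also: 0% = orexin A challenge wells and 100% = SB-334867-A antagonist wells; not every result past the cut was called active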
An asterisk follows results filed as active. Rows are unselected; about 2.1% have a hit in one of these screens.

Preview, 17 compounds:
SMILES	OX1R antag-1	OX1R antag-2
C=CCNC(=O)c1ccc(CNS(=O)(=O)c2ccc(NC(C)=O)cc2)cc1	7	-5
CSc1ccc(Cl)c(C(=O)OCC(=O)NCC(C)C)c1	8	-19
COc1cc(S(=O)(=O)N2CCN=C2c2ccccc2)c(OC)cc1Cl	20	-23
Cc1ccc(C(=O)Oc2coc(CSc3nnc(NC(=O)C4CC4)s3)cc2=O)cc1	10	-14
CCOc1ccccc1N(CC(=O)OC)S(=O)(=O)c1ccccc1	11	-27
COc1cccc(-c2cc(C(=O)NCC3CCCO3)c3cc(C)cc(C)c3n2)c1 (centres undefined)	26	-53
Cc1nnc(C)n1/N=C/C=C/c1ccccc1	27	5
COc1ccccc1NC(=O)C(C)OC(=O)C1CCC(C(C)(C)C)CC1 (centres undefined)	18	-18
CC1CCCN(CCS(=O)(=O)c2ccccc2)C1 (centres undefined)	10	-16
COC(=O)CN(Cc1ccco1)S(=O)(=O)c1ccccc1	2	4
COc1cc(C)c(S(=O)(=O)N2CCN=C2c2ccccc2)cc1C	7	-8
CCOC(=O)[C@H]1[C@H]2COc3cc(OC)ccc3[C@@H]2N2C(=O)[C@@H](CO)NC(=O)[C@@]12C	15	-14
COc1ccc(S(=O)(=O)NC2CCN(Cc3ccccc3)CC2)cc1NC(C)=O	1	-18
NC1=NS(=O)(=O)NC1c1cccc(F)c1 (centres undefined)	15	-22
CS(=O)(=O)N(CC(=O)N1CCN(c2ccccc2)CC1)c1cc(C(F)(F)F)ccc1Cl	35	-13
Cc1ccc(C(=O)CCC(=O)OCC(=O)Nc2ccccc2SCC#N)cc1	12	1
O=C(Cc1cn(Cc2cccc(Cl)c2)c2ccccc12)N1CCCCCC1	15	-10

The list itself, from the first entry:
SMILES	OX1R antag-1	OX1R antag-2
C=CCNC(=O)c1ccc(CNS(=O)(=O)c2ccc(NC(C)=O)cc2)cc1	7	-5
CSc1ccc(Cl)c(C(=O)OCC(=O)NCC(C)C)c1	8	-19
COc1cc(S(=O)(=O)N2CCN=C2c2ccccc2)c(OC)cc1Cl	20	-23
Cc1ccc(C(=O)Oc2coc(CSc3nnc(NC(=O)C4CC4)s3)cc2=O)cc1	10	-14
CCOc1ccccc1N(CC(=O)OC)S(=O)(=O)c1ccccc1	11	-27
COc1cccc(-c2cc(C(=O)NCC3CCCO3)c3cc(C)cc(C)c3n2)c1 (centres undefined)	26	-53
Cc1nnc(C)n1/N=C/C=C/c1ccccc1	27	5
COc1ccccc1NC(=O)C(C)OC(=O)C1CCC(C(C)(C)C)CC1 (centres undefined)	18	-18
CC1CCCN(CCS(=O)(=O)c2ccccc2)C1 (centres undefined)	10	-16
COC(=O)CN(Cc1ccco1)S(=O)(=O)c1ccccc1	2	4
COc1cc(C)c(S(=O)(=O)N2CCN=C2c2ccccc2)cc1C	7	-8
CCOC(=O)[C@H]1[C@H]2COc3cc(OC)ccc3[C@@H]2N2C(=O)[C@@H](CO)NC(=O)[C@@]12C	15	-14
COc1ccc(S(=O)(=O)NC2CCN(Cc3ccccc3)CC2)cc1NC(C)=O	1	-18
NC1=NS(=O)(=O)NC1c1cccc(F)c1 (centres undefined)	15	-22
CS(=O)(=O)N(CC(=O)N1CCN(c2ccccc2)CC1)c1cc(C(F)(F)F)ccc1Cl	35	-13
Cc1ccc(C(=O)CCC(=O)OCC(=O)Nc2ccccc2SCC#N)cc1	12	1
O=C(Cc1cn(Cc2cccc(Cl)c2)c2ccccc12)N1CCCCCC1	15	-10
CC1CCc2cccc3c2N1c1cc(C#N)c(C#N)cc1O3 (centres undefined)	17	-9
O=C1[C@@H](Oc2ccccc2)[C@@H](c2ccccc2)N1c1ccccc1	20	-6
CCOC(=O)c1c(C)c(C(=O)Nc2ccc(F)cc2)c(C)n1C	14	-28
Oc1oc(C=Nc2ccc(F)cc2F)c2ccccc12	5	-10
COc1ccccc1N1CCN(/N=C/c2cccc(OC)c2OC)CC1	10	-20
Cc1cc(Br)c(Cl)cc1NC(=O)CN1C(=O)C2C3CC(c4ccccc4)C(C3)C2C1=O (centres undefined)	24	-13
COc1ccc(S(=O)(=O)Nc2cc(C(C)C)c(O)cc2C)cc1	15	-25
COc1cc(CN(C2CCCCC2)S(=O)(=O)c2ccc(S(=O)(=O)N(C)C3CCCCC3)cc2)cc(OC)c1OC	5	-25
O=C(c1ccccc1)N1CCC(O)(c2ccc3c(c2)OCO3)CC1	23	-13
COc1ccc2[nH]c3c(c2c1)CCN1C(=O)C(CC(=O)NCCC2=CCCCC2)C[C@H](C(=O)N(C(C)C)C(C)C)[C@@]31C (some centres undefined)	2	-37
COc1ccccc1NC(=O)CS(=O)(=O)c1cccc2nsnc12	100*	-24
Cc1cccc(-n2c(Cc3ccccc3)nnc2SCC(=O)N2CCOCC2)c1	20	-22
CC(/C=N/NC(=O)c1ccc2nc(C)[nH]c2c1)=C\c1ccccc1	1	-18
Cc1ccc(C(CNS(=O)(=O)c2ccc(Br)cc2)N2CCN(C)CC2)cc1 (centres undefined)	18	-27
COC(=O)c1ccc(NC(=O)CCNS(=O)(=O)c2cccc3nonc23)cc1	22	-25
CC(C)N(Cc1ccccc1)C(=O)COC(=O)c1cnccn1	10	-28
O=C(Nc1ccon1)c1nc[nH]c1C(=O)NCc1ccccc1	7	-12
Cc1cc(C)c(Cn2c(=O)n(CCCC(=O)NCc3ccco3)c(=O)c3sccc32)c(C)c1	10	-10
NNC(=S)Nc1ccc(OC(F)(F)F)cc1	6	-5
CCc1ccc(-n2cc(-c3ccc(F)cc3)[n+]3c2SCCC3)cc1	14	-21
Cc1cccc(NC(=O)c2cc([N+](=O)[O-])ccc2Cl)c1O	40	-15
CCC1(C)Cc2c(sc3nnn(CC(=O)Nc4cccc5ccccc45)c(=O)c23)CO1 (centres undefined)	-3	-33
O=C(COc1ncnc2sccc12)N1CCN(c2ccccc2)CC1	7	-16
CCOC(=O)N1CCC(NS(=O)(=O)c2ccc(C)c(Cl)c2)CC1	2	1
CO/N=C/c1ccc(Oc2ccc([N+](=O)[O-])cc2[N+](=O)[O-])c(OC)c1	40	-18
COc1ccc(OC)c(-n2c(-c3ccc(S(C)(=O)=O)cc3)cc(C=O)c2C)c1	19	-20
CN(C)CCCN(C(=O)COc1ccccc1)c1nc2c(Cl)cccc2s1	12	-24
CCC(C)NC(=O)c1nc2c(nnn2Cc2ccccc2Cl)c(=O)[nH]1 (centres undefined)	34	-11
c1ccc(CCNc2ncnc3nc[nH]c23)cc1	19	-5
CC1(C)COC(Cn2c3ccccc3c3ccccc32)O1 (centres undefined)	11	-13
Cc1cc(Cl)c2oc(C(=O)N(C)Cc3ccon3)c(C)c2c1	11	-37
Cc1cc(NC(=O)Nc2ccccc2)n(C(C)(C)C)n1	2	-17
Cc1ccc(N2C(=O)N(CC(=O)Nc3ccc([N+](=O)[O-])cc3)C(=O)C2C)cc1 (centres undefined)	2	-10
COc1ccccc1NC(=S)NC1CC2CCC1C2 (centres undefined)	2	-12
NS(=O)(=O)c1ccc(CCNC(=O)CCCNC(=O)c2ccc(Cl)cc2)cc1	15	-14
Cn1c(SCc2nc(-c3ccc(Cl)cc3)no2)nnc1-c1cccs1	15	-29
O=C(O)C(Cc1c[nH]c2ccccc12)N1C(=O)C2C3c4ccccc4C(c4ccccc43)C2C1=O (centres undefined)	7	-5
O=C(Nc1c(C(=O)N2CCOCC2)cnn1-c1ccccc1)c1ccccc1	3	-14
Cn1c(N)c(C(=O)COC(=O)Cc2ccsc2)c(=O)n(C)c1=O	0	0
CCC1=C(OC(=O)N(CC)CC)N2C(=O)OC(=NCC3CC3)[C@]2(Cc2ccccc2)[C@H]2C1=CC[C@H]1C(=O)N(CC(=O)OC)C(=O)[C@H]12	28	-48
C/C(=N\NC(=O)c1ccncc1)c1cccc(NC(=O)c2ccc(C(C)(C)C)cc2)c1	26	-28
Cc1cc(C(=O)O)ccc1-n1c(C)cc(/C=C(/C#N)C(=O)Nc2ccccc2)c1C	19	-8
CC(C)c1ccc(NC(=S)N2CCN(Cc3ccccc3)CC2)cc1	-3	-20

Exported field by field: part of the list above
canonical_smiles: CC1(C)COC(Cn2c3ccccc3c3ccccc32)O1 (centres undefined)
  OX1R antag-1: 11	OX1R antag-2: -13
canonical_smiles: Cc1cc(Cl)c2oc(C(=O)N(C)Cc3ccon3)c(C)c2c1
  OX1R antag-1: 11	OX1R antag-2: -37

Later entries.
SMILES	OX1R antag-1	OX1R antag-2
O=C1CC(NS(=O)(=O)c2cccs2)CN1c1ccc(Cl)cc1 (centres undefined)	7	-34
COC(=O)c1ccccc1NS(=O)(=O)c1ccc(O)c(C(=O)O)c1	-1	12
COc1ccc(/C=C(\C#N)C(=O)N2CCOCC2)cc1Br	17	6
CCN(CC(=O)NCc1cccs1)CC(=O)Nc1cccc(S(N)(=O)=O)c1	-6	-5
Cc1cccc(C(=O)NCc2nnc(SC(C)C(=O)Nc3nnc(C)s3)n2C)c1 (centres undefined)	9	0
CC(C)C[C@H](NC(=O)Nc1ccc(Oc2ccccc2)cc1)C(=O)O	-1	2
Cc1ccc(S(=O)(=O)c2c(N)n(CCCN(C)C)c3nc4ccccc4nc23)cc1	6	-22
COc1cccc(/C=N/NC(=O)c2cc3cc([N+](=O)[O-])ccc3s2)c1O	23	-11
COc1ccc(CNC(=O)CS(=O)Cc2nc(-c3ccccc3C)oc2C)cc1 (centres undefined)	17	-36
COc1ccc(-n2nnnc2SCC(=O)N2CCOCC2)cc1	2	-15
COCCNC(=O)C(C)N(c1ccc(Oc2ccccc2)cc1)S(C)(=O)=O (centres undefined)	10	0
CCN(CC)C(=O)c1ccc(COc2ccccc2Cl)cc1	32	3
COc1ccc(NC(=O)c2sc(N)nc2-c2ccccc2)cc1	11	-6
O=C(CSc1ccc2nnc(-c3cccnc3)n2n1)Nc1cccc(F)c1	36	-11
Cn1c(CCc2nc3ccccc3[nH]2)n[nH]c1=S	4	-21
CC1CCCC/C1=N/Nc1ccc([N+](=O)[O-])cc1[N+](=O)[O-] (centres undefined)	40	-23
CC(C)[C@H](NC(=O)c1ccccc1Cl)C(=O)OCC(=O)NC(=O)NCc1ccco1	7	-18
COc1ccc2cnnc(SCC(=O)Nc3ccc(C(=O)O)cc3)c2c1OC	16	2
Cc1cccc(C)c1N1C(=O)CCC(C)(C)C1=O	2	-21
Oc1ccccc1CNCC12CC3CC(CC(C3)C1)C2	-2	-14
Cc1ccc(N/C=C/C(=O)c2cccs2)cc1C	13	-30
O=C1c2ccccc2C(=O)N1c1ccc(Cl)cc1	14	-8
O=c1c2c3nc4ccccc4nc3n(/N=C/c3ccccn3)c2ncn1-c1ccccc1	11	-14
CCN1CCN(CC(=O)Nc2ccc(S(=O)(=O)N3C(C)CCCC3C)cc2)CC1 (centres undefined)	11	-7
CN(CCOc1ccc(Cl)cc1)C(=O)CN1C(=O)NC2(CCCCC2)C1=O	17	-25
CN1C(=O)/C(=C\c2ccccc2OCc2ccccc2)SC1=S	3	-6
CCOc1ccc(C2c3c(oc4ccccc4c3=O)C(=O)N2CCCN2CCOCC2)cc1 (centres undefined)	15	-16
O=C(NC(=O)c1ccccc1)OCCN1C(=O)c2ccccc2C1=O	30	7
COc1ccc(-c2cc(=O)oc3cc4occ(C)c4cc23)cc1	15	-31
COC(=O)c1ccc(COC(=O)c2ccc(CO)cc2)o1	0	11
CCOC(=O)C1=C(C)N=c2s/c(=C\c3cccn3C)c(=O)n2C1c1cccc(OC)c1OC (centres undefined)	9	-8
O=C(/C=C/c1ccccc1)NC(=S)NNC(=O)Cc1cccs1	16	22
CSCCC(NC=C1C(=O)OC(C)(C)OC1=O)C(=O)O (centres undefined)	11	-8
CCCCc1nc2cc(C(=O)NCc3cn(C)nc3C)ccc2o1	28	-23
Cc1cc(C(=O)N/N=C2\CCCC(=O)C2)c(C)n1-c1ccccc1	14	-4
C/C(=C/C(=O)Nc1cccc(F)c1)N1CCCC1	15	-24
COCCN1C(=O)C(=O)/C(=C(/O)c2ccc3c(c2)OCCO3)C1c1ccc(C(=O)OC)cc1 (centres undefined)	2	-8
O=C(CCCOc1ccc(Cl)cc1Cl)NCC1CCCO1 (centres undefined)	21	-5
O=c1oc2c(CN3CCN(CCO)CC3)c(O)ccc2cc1-c1ccccn1	62	-3
COc1ccc(NC(=O)Cc2coc3ccc4ccccc4c23)cc1S(=O)(=O)N1CCOCC1	-2	-18
COc1ccc(CSCC(=O)Nc2ccccc2SC)cc1	15	-13
COCCNC(=O)c1ccc2c(c1)nc(C)n2-c1cccc(Cl)c1	4	-9
O=C(NC1CCCCC1)C(c1ccncc1)N(Cc1ccc2c(c1)OCO2)C(=O)c1cnsn1 (centres undefined)	11	-11
O=C(c1cc2cc(C(F)(F)F)ccc2s1)N1CCOCC1	17	-19
Cc1cc(C)nc(NS(=O)(=O)c2ccc(NC(=O)C3(c4ccccc4)CCCC3)cc2)n1	-6	-17
COc1cccc(N2CC(C(=O)Oc3ccc4ccccc4c3)CC2=O)c1 (centres undefined)	5	0
CCCCOc1ccc(-c2ncc([N+](=O)[O-])cn2)cc1	2	-3
O=C(CCCCl)OCc1cn(-c2ccc(Cl)cc2)nn1	18	-12
Cc1cc(C(F)F)n2nc(C(=O)Nc3cccnc3Cl)nc2n1	22	-12
COc1ccc(N=Nc2c(N)n[nH]c2N)cc1	13	-18
CC(=O)C(Cc1ccc(Cl)nc1)Cc1ccc(Cl)nc1	26	0
CCCNC(=O)COc1coc(CN2CCN(c3ccccc3F)CC2)cc1=O	2	-1
Cc1cccc(-n2c(SC(C)C(=O)O)nc3sc4c(c3c2=O)CCCC4)c1 (centres undefined)	4	0
COc1ccccc1CNC(=O)COC(=O)[C@H](Cc1c[nH]c2ccccc12)NC(=O)c1cccs1	21	4
O=C1CC(N2CCC(c3nc4ccccc4[nH]3)CC2)C(=O)N1c1ccccc1F (centres undefined)	15	-13
CCCCCC(=O)Nc1ccc(C(=O)N/N=C/c2ccc([N+](=O)[O-])cc2)cc1	5	4
CC(/C=C/c1ccco1)=N/NC(=O)CNc1ccccc1C	25	-10
COc1ccc(Nc2nnc(SCc3cc(=O)n4ccsc4n3)s2)cc1	21	-11
